# High-throughput results: PubChem, several laboratories
# Mcl1-Bid inh: disrupts binding of human Mcl-1 to Bid peptide; TR-FRET Mcl-1/Bid-Dy647 peptide binding, 1536-well; AID 1021; Q07820; 220,000 compounds, 0.97% hits; inhibition, % at 21.7 µM;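 active = compounds that cut the binding signal by more than half at the single screening dose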;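 note: His-tagged Mcl-1 with europium anti-His antibody binding Bid BH3 peptide; 0% = Mcl-1 plus peptide wells and 100% = peptide-only wells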
# Target sequence (Q07820 whole entry, looked up): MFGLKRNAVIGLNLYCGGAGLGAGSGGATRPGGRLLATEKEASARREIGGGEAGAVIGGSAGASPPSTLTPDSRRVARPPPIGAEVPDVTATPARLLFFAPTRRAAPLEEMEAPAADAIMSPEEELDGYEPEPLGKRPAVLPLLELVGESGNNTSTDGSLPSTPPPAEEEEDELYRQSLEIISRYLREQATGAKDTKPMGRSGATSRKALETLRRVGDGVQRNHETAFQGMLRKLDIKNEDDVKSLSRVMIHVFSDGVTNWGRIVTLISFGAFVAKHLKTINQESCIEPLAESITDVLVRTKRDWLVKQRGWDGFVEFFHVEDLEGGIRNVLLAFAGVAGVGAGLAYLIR
# Bfl-1 Bim block: human Bim-Bfl-1 interaction inhibition. Bead-based flow cytometry, Bim-Bfl-1 binding inhibition. 190,000 compounds, 0.12% hits. Q16548. AID 1008. inhibition, % at 10 µM;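 note: 0% = wells without compound plus tracer and 100% = blocker peptide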
# RGS7-Gao reg: modulates binding of RGS7 to human Galphao; P09471; binding response (% of control), % at 10 µM; Multiplexed bead flow cytometry; actives lie on both sides; 220,000 compounds, 0.35% hits; in the data active = binding response below about 49% or above about 150%; inconclusive = no clear call, values can overlap the other calls; inactive = in between;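 note: fluorescent Galphao held in activated GDP-AlF4 state binding bead-coupled RGS7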
# RGS8-Gao reg: modulates binding of RGS8 to human Galphao; multiplexed bead flow cytometry; actives lie on both sides; response (percent of control binding), % at 10 µM; 220,000 compounds, 0.34% hits; AID 1423; in the data active = response below about 60% or above about 140%; inactive = in between;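 note: Galphao activated as the GDP aluminium fluoride complex binding bead-coupled RGS8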
# Bcl-2 Bim block: human Bim-Bcl-2 interaction inhibition | Bead-based flow cytometry, Bim peptide-Bcl-2 binding | AID 950 | P10415 | inhibition, % at 10 µM | 190,000 compounds, 0.06% hits; in the data active = inhibition above about 40%; inconclusive = no clear call, values can overlap the other calls;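 note: 0% = no compound wells with probe peptide and 100% = reference peptide inhibitor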
# Target sequence (P10415 whole entry, looked up): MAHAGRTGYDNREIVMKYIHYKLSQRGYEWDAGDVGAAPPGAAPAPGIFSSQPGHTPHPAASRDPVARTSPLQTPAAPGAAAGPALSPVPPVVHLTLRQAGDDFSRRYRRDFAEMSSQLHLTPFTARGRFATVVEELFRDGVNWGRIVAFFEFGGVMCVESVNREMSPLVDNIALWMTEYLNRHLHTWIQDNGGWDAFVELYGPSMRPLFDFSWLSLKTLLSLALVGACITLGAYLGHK
# GSH fluor: compound fluoresces at 488/530 nm on GSH beads | GSH beads flow cytometry, compound fluorescence 488/530 nm; stronger effect = higher value | fluorescence (KMESF) at 10 µM | 190,000 compounds, 0.25% hits | AID 1776; in the data active = fluorescence above about 89;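 note: glutathione beads carrying GST-tagged Bcl family fusion proteins plus one bare bead set; values are compound well signal with DMSO vehicle wells as background; inactives centre near 16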
# Bcl-W Bim block: human Bim-Bcl-W interaction inhibition. AID 952. inhibition, % at 10 µM. 190,000 compounds, 0.02% hits. Q92843. bead-based flow cytometry, Bim peptide-Bcl-W binding;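 note: 0% = bound tracer without compound and 100% = peptide blocker; higher means less fluorescent Bim peptide bound to Bcl-W beads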
# Bim-Mcl-1: human Bim-Mcl-1 interaction inhibition; Q07820; Bead-based flow cytometry, Bim peptide-Mcl-1 binding; inhibition, % at 10 µM; 190,000 compounds, 0.1% hits; AID 1009;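 note: 0% = no compound tracer wells and 100% = peptide blocker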
# RGS4-Gao reg: human RGS4-Galphao interaction regulation; P09471; Multiplexed bead flow cytometry, RGS4-Galphao binding; actives lie on both sides; binding response (% of control), % at 10 µM; 220,000 compounds, 0.33% hits; AID 1415; in the data active = binding response below about 49% or above about 150%; inactive = in between;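 note: fluorescent Galphao activated with aluminum fluoride binding bead-coupled RGS4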
# Bim-Bcl-B: human Bim-Bcl-B interaction inhibition; bead-based flow cytometry, Bim peptide-Bcl-B binding; inhibition, % at 10 µM; 190,000 compounds, 0.073% hits;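 note: 0% = tracer peptide without compound and 100% = reference inhibitor peptide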
# Target sequence (Q9HD36 whole entry, looked up): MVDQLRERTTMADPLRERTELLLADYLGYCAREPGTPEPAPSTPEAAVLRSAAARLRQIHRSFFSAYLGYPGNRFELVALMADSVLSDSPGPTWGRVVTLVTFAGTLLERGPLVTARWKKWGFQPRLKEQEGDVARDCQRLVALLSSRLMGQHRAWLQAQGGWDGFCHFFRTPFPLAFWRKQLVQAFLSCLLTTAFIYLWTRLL
# Bim-Bcl-XL: human Bim-Bcl-XL interaction inhibition; Q07817; 190,000 compounds, 0.04% hits; Bim peptide-Bcl-XL binding, bead flow cytometry, fluorescence; inhibition, % at 10 µM
# Target sequence (Q07817 whole entry, looked up): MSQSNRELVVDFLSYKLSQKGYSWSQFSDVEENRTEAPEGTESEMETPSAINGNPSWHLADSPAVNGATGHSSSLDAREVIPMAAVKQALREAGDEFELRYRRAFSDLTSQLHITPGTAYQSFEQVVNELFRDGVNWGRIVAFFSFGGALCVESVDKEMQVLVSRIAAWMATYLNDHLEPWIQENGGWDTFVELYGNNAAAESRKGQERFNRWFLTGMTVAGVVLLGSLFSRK
# Numbers without * were called inactive; ? = inconclusive; . = not tested or not shown. Cut-off read from the data, not from the text of the source, unless noted: active = inhibition above about 40%.
RGS8-Gao reg	Mcl1-Bid inh	GSH fluor	Bcl-2 Bim block	Bim-Bcl-XL	Bim-Mcl-1	Bim-Bcl-B	RGS4-Gao reg	Bcl-W Bim block	RGS7-Gao reg	mol	Bfl-1 Bim block
14*	-25	65	3	-4	-2	2	-5.8*	-3	7.8*	O=C1/C(=C\c2ccc(-c3ccccc3[N+](=O)[O-])o2)C(c2ccccc2)=NN1c1ccccc1	2
89	5	40	-3	-15	-3	2	92	-1	92	Cc1ccccc1OC(=O)C1C(c2ccccc2)C(C(=O)O)C1c1ccccc1 (stereo not drawn)	-1
102	4	21	-2	2	0	1	102	0	98	COc1ccc(CCNc2nc(N3CCCCC3)nc(N3CCCCC3)n2)cc1OC	0
100	7	24	1	-3	1	-5	99	1	96	Cn1cnc([N+](=O)[O-])c1SCC(O)CCl (stereo not drawn)	-3
101	-44	10	-2	0	0	1	96	0	99	O=C(NCC(=O)N(c1ccccc1)C(C(=O)NC1CCCCC1)c1ccncc1)c1ccco1 (stereo not drawn)	-1
104	-44	15	-4	-3	0	0	110	-2	115	Cc1cccc(NC(=S)NN2CCOCC2)c1C	-3
97	-15	33	-6	-3	-1	-8	99	0	99	Cc1ccc(S(=O)(=O)N/N=C\c2ccc(Cl)c([N+](=O)[O-])c2)cc1	-10
93	-15	10	0	-4	6	1	93	-1	90	N#CC1(C#N)C(C(=O)C23CC4CC(CC(C4)C2)C3)C12CCOCC2 (stereo not drawn)	-5
108	-106	12	-1	-1	-1	-5	102	-1	103	COc1ccc(Nc2cc(C(=O)NCCCN3CCN(C)CC3)c3ccccc3n2)cc1OC	0
91	-10	23	-4	-5	-2	-7	94	-1	100	O=C1OCC/C1=C\c1ccccc1	0
98	-26	26	0	1	1	3	96	0	95	Cc1cc(C)cc(N=C(NO)c2cccc([N+](=O)[O-])c2)c1	1
101	-19	11	-6	0	5	-2	102	2	99	CC(C)N1CC(O)=C(c2nc3ccccc3c(=O)[nH]2)C1=N	-5
104	14	36	-6	2	0	-3	102	-1	106	COc1cc(COCC(O)CN2CCOCC2)cc(OC)c1OC (stereo not drawn)	-13
100	2	24	0	-1	0	-2	101	1	?	Cc1ccc(C2(c3ccc(C)cc3)CC2C(=O)NCc2cccnc2)cc1 (stereo not drawn)	-1
102	-16	32	-8	-8	-2	-13	100	1	100	Cc1ccc(S(=O)(=O)N2CN(Cc3ccco3)c3nc4ccccc4nc32)cc1	-14
101	-9	20	-1	-2	0	-1	100	0	99	COc1ccc(C(=O)COc2ccc(NC(C)=O)cc2)cc1	0
99	-59	22	3	2	4	3	101	1	95	CC(C)OC(=O)c1ccccc1C(=O)c1ccc(N)c([N+](=O)[O-])c1	-2
99	-27	9	-2	-2	0	-1	96	-1	98	N#CCCn1cc(C(=O)N2CCCCC2)c(-c2cccc([N+](=O)[O-])c2)n1	-6
101	-15	24	-7	0	0	-6	99	0	100	CCCc1cc(C(=O)Nc2ccc(C)cc2)no1	-10
91	-12	13	-10	-7	-4	-8	88	-7	91	O=C(CC(=O)Nc1cccc(Cl)c1)N/N=C\c1ccccc1	-15
100	13	16	4	-1	-1	2	96	2	96	O=Cc1cn(CCC(=O)O)nc1-c1cccc(Cl)c1	5
107	-16	29	-7	-10	-4	-2	102	-4	100	CC(=O)NC1CC2CCCC(C1)N2CC(=O)Nc1ccccc1 (stereo not drawn)	-5
100	-26	12	1	0	0	0	100	2	?	O=C(COC(=O)/C=C/c1ccc(S(=O)(=O)N2CCOCC2)cc1)NCc1ccccc1	4
100	-9	29	-10	-10	-4	-8	102	0	101	Cc1ccccc1C(=O)Nc1c(C(=O)N2CCCC2)cnn1-c1ccccc1	-17
103	-38	37	-13	-9	-2	-9	105	-3	100	S=C(NCc1ccco1)N1CCN(C(c2ccccc2)c2ccccc2)CC1	-17
101	-21	26	-6	-5	-3	-7	101	-3	100	O=C(CN1CCN(Cc2cccc(Cl)c2)C1=O)NCC1CCCO1 (stereo not drawn)	-9
102	-18	27	-10	-8	-4	-13	98	-2	97	CCC1CCCCN1CCNS(=O)(=O)c1ccc2c(c1)CCN2C(C)=O (stereo not drawn)	-20
98	3	9	-6	-5	-4	-9	100	-2	109	CC(C)(C)c1ccc(CNc2ccc([N+](=O)[O-])cn2)cc1	-2
101	5	12	3	-1	2	-4	101	-1	103	COc1ccccc1CNC(=O)CCCc1ccccc1	2
100	-65	13	0	-5	0	-3	100	-2	?	O=c1cc(CN2CCCc3ccccc32)nc2sccn12	4
103	-32	11	-4	-1	-3	-7	102	3	103	COc1ccc(-c2cn3ccsc3n2)cc1	-8
101	4	19	-6	-7	1	-6	104	0	116	CCOC(=O)N1CCC(NCCNC(=O)c2ccccc2)CC1	-7
102	-3	14	-4	-1	0	-2	107	0	102	Cc1ccccc1N(C(=O)Cn1nnc(-c2ccc(F)cc2)n1)C(C(=O)NC(C)(C)C)c1ccncc1 (stereo not drawn)	-4
100	-52	20	1	0	0	-4	101	0	108	CCN(CC)c1ccc(C=O)c(OC)c1	-5
100	-58	20	-8	-13	-2	-17	100	-9	101	CCCCn1c(/C=N/Nc2nc3ccccc3[nH]2)nc2ccccc21	-16
97	-17	28	14	16	13	16	99	11	97	O=c1nc(/C=C/c2ccc(-c3ccc(F)cc3)o2)cc(C(F)(F)F)[nH]1	12
97	-3	32	-5	-5	-1	-5	93	0	99	CCn1cc(Br)c(C(=O)Nc2cccc(SC)c2)n1	-16
92	-33	9	1	-2	-2	-3	99	0	102	CCCCCCCC(=O)N/N=C(\C)c1ccc(O)cc1O	0
107	-9	10	-3	-4	3	-6	104	7	103	CC(=O)Oc1ccc(-c2ccc(C(=O)O)cc2)cc1	-7
100	-38	15	-3	-2	-1	-4	100	-1	103	CCN(CC(=O)NCc1ccc(F)cc1)c1ccc(S(C)(=O)=O)cc1[N+](=O)[O-]	-3
110	-8	28	-2	-14	-6	1	98	1	92	COc1ccc(OC)c(NC2=NC3(CCCC3)N=C(N)N2)c1	-1
102	-9	9	4	-4	-7	0	107	-3	103	CCOC(=O)c1c(-c2ccccc2)csc1NC(=O)/C(C#N)=C/c1ccc(OC)c(OC)c1	7
100	-3	10	-2	-2	-3	-3	101	-1	103	c1ccc(CN2CCN(CCOCCOc3ccc4c(c3)CCC4)CC2)cc1	-5
98	-22	10	1	-1	-2	0	92	0	94	O=C(c1cccc(F)c1)N1CCC(O)(c2cccnc2)CC1	0
103	6	20	-1	-1	-3	0	106	-3	103	Cc1ccc(NC(=S)c2nc3ccccc3s2)cc1	0
100	-6	16	-10	-4	-1	-4	98	2	95	CCC1=NC(c2ccc(OC)cc2)N(O)C1(C)C (stereo not drawn)	-12
87	-56	45	4	4	.	.	95	0	94	CCOc1cc2[nH]c(=S)n(C(C)C)c(=O)c2cc1OCC	4
100	41	20	3	-3	1	-1	96	6	97	COc1cccc(CN2CC(O)=C(c3nc(-c4ccc(Cl)cc4)cs3)C2=N)c1	-6
101	8	35	-9	-6	-2	-8	101	-1	99	O=C(CN1CCN(S(=O)(=O)c2ccc(Br)cc2)CC1)Nc1ccc2c(c1)OCCO2	-12
100	-1	29	-9	-5	-1	-6	100	1	105	O=C(O)C1C2CCC(C2)C1C(=O)Nc1nc2ccccc2s1 (stereo not drawn)	-8
117	-9	32	-13	-11	-3	-6	123	0	121	COc1ccc(/C=C2\SC(=NCc3ccccc3)N(Cc3ccccc3)C2=O)cc1OC	-15
101	7	18	1	-2	-1	2	106	0	104	c1ccc(Cn2c(-c3cncs3)nc3ccccc32)cc1	2
101	4	9	-4	-3	-2	-2	99	-2	100	O=C(NCC1CCCN(Cc2cccc(C(F)(F)F)c2)C1)c1ccc(F)cc1 (stereo not drawn)	-7
100	-19	28	-9	3	-1	-8	100	0	96	CCOc1ccc(C(=O)CSc2nnc(N)s2)cc1	-12
105	-21	8	-11	-7	-1	-6	102	-1	98	Cc1ccc(OCCCC(=O)Nc2ccc(S(=O)(=O)Nc3cc(C)on3)cc2)cc1	-8
96	-24	21	-14	-13	-9	-6	99	-6	98	COc1ccc(N2CCN(S(=O)(=O)c3ccc(C(=O)NC4CCCC4)cc3)CC2)cc1	-13
98	-22	26	-7	-5	-1	-5	98	-1	96	O=C(Nc1cccc(Cl)c1N1CCCC1)c1ccc(Br)o1	-10
104	-8	20	-1	-2	-2	-5	100	-3	103	CC[C@@H](C)[C@@H](C(=O)N1CCNCC1)n1cc(CCC(=O)O)nn1	-2
102	-61	7	3	0	8	0	101	3	100	NC(=O)Nn1c(CCC(=O)O)ccc1-c1ccc(F)cc1	4
99	-33	24	-6	-7	-5	-7	96	-2	99	O=C1NCCN/C1=C\C(=O)c1ccccc1	-17

# Carrying on:
RGS8-Gao reg	Mcl1-Bid inh	GSH fluor	Bcl-2 Bim block	Bim-Bcl-XL	Bim-Mcl-1	Bim-Bcl-B	RGS4-Gao reg	Bcl-W Bim block	RGS7-Gao reg	mol	Bfl-1 Bim block
99	-1	11	-10	-3	0	-8	100	3	97	CC(=O)Nc1ccccc1N(C)S(=O)(=O)c1ccc(C)cc1	-11
99	-7	15	-7	-4	-2	-8	99	-3	98	CCC(C)c1ccccc1NC(=O)COC(=O)c1ccc2c(c1)S(=O)(=O)c1ccccc1C2=O (stereo not drawn)	-9
98	-15	10	-7	-3	0	-3	100	0	97	CN(Cc1cnn(C)c1)Cc1nc(COc2ccccc2)no1	-8
101	70*	7	-1	-4	-2	-8	100	-2	99	O=C(Oc1ccc(NC2=C(Cl)C(=O)c3ccccc3C2=O)cc1)c1ccc([N+](=O)[O-])cc1	6
99	-54	16	-8	-5	-1	-7	102	-2	100	CC(=O)N1CCN(c2ccc(NC(=O)COc3ccc(Cl)cc3Cl)cc2)CC1	-4
100	-12	12	-1	0	0	-8	99	1	103	O=S(=O)(c1ccc(F)cc1)N1CN(Cc2ccco2)c2nc3ccccc3nc21	-7
98	0	17	0	-3	-2	-1	99	-1	99	O=C(NCC1CCCO1)c1cc(C(=O)c2ccc(Cl)cc2Cl)c[nH]1 (stereo not drawn)	-3
101	-11	11	-1	0	0	-1	98	-2	98	CN(C(=O)c1ccccc1)C1(C)CCS(=O)(=O)C1 (stereo not drawn)	1
100	-40	15	-4	-3	2	-5	99	-2	?	CC(=O)NNc1nc(-c2ccc(C)cc2)cs1	-7
100	-23	18	-3	-3	0	0	94	-2	104	COc1ccccc1Nc1nc(-c2ccccc2)nc2ccccc12	0
95	-22	24	-8	-8	-5	-10	93	-4	95	S=c1nc(C2CC2)[nH]c2ccccc12	-6

# Among those listed so far, these contain bromine:
RGS8-Gao reg	Mcl1-Bid inh	GSH fluor	Bcl-2 Bim block	Bim-Bcl-XL	Bim-Mcl-1	Bim-Bcl-B	RGS4-Gao reg	Bcl-W Bim block	RGS7-Gao reg	mol	Bfl-1 Bim block
97	-3	32	-5	-5	-1	-5	93	0	99	CCn1cc(Br)c(C(=O)Nc2cccc(SC)c2)n1	-16
101	8	35	-9	-6	-2	-8	101	-1	99	O=C(CN1CCN(S(=O)(=O)c2ccc(Br)cc2)CC1)Nc1ccc2c(c1)OCCO2	-12
98	-22	26	-7	-5	-1	-5	98	-1	96	O=C(Nc1cccc(Cl)c1N1CCCC1)c1ccc(Br)o1	-10
